SENP7 block: SENP7 protease inhibitors, primary screen, biochemical, luminescence, uHTS; Sentrin-specific protease 7 (Homo sapiens), Q9BQF6; recombinant SENP7, Z-RLRGG-aminoluciferin luminescence, 40 min; inhibition, % at 5 µM; actives 1.5% (n = 330,000); AID 434973, 2010;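 active means inhibition above about 50% at the single test dose, limit read from the data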;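 further: plate controls were DMSO with enzyme for no effect and no enzyme buffer wells for full effect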
Target sequence (Q9BQF6 706-1050 limits assumed): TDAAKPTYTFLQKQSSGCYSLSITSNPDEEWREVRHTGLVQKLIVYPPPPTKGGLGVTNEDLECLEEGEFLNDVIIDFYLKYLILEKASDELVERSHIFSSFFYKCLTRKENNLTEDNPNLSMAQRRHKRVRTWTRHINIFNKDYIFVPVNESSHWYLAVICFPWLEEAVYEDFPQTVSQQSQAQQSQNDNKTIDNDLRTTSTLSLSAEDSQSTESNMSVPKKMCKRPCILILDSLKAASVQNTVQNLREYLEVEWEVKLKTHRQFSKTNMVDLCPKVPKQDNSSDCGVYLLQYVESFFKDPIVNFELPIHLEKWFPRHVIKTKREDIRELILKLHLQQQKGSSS
HKDC1 inhibitor: HKDC1 hexokinase inhibitors, primary screen, biochemical, fluorescence, uHTS | Q2TB90 | recombinant HKDC1, G6PDH/diaphorase resazurin coupled fluorescence | inhibition, % at 20 µM | actives 0.16% (n = 340,000);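 active means inhibition above about 35% when tested at 20 µM, limit read from the data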;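 further: plate controls were DMSO wells with enzyme for no effect and DMSO wells lacking enzyme for full effect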
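Material: recombinant HKDC1 hexokinase; Amount: HKDC1 at 5 µg/mL; Medium: Tris pH 8.0 buffer with MgCl2, Tween-20, BSA, BME; Schedule: 90 min reaction incubation at room temperature, dark; Technique: coupled resazurin fluorescence, excitation 525 nm, emission 613 nm.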
SENP8 block-1: human SENP8 protease inhibitors, primary screen, biochemical, fluorescence, Nedd8 protein substrate, uHTS. Sentrin-specific protease 8 (Homo sapiens), Q96LD8. AID 602440, 2012. recombinant SENP8. actives 0.64% (n = 360,000). inhibition, % at 20 µM; in the data active means inhibition mostly above about 40%, no sharp cut-off; inactive means mostly below about 27%
SENP1 inh: human SENP1 catalytic domain inhibitors, primary screen, biochemical, FRET, uHTS. Sentrin-specific protease 1 (Homo sapiens), Q9P0U3. recombinant SENP1 catalytic domain, CyPet-SUMO1-YPet FRET cleavage. inhibition, % at 10 µM. actives 0.21% (n = 360,000). AID 624204, 2012;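 active means inhibition at least 30% at 10 µM, raw YFP signal under a set limit, fluorescence ratio 0.5 to 1.5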;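 further: 0% = enzyme with DMSO and 100% = no enzyme wells; some results filed as inactive read as strong as hits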
Target sequence (Q9P0U3 419-644 limits assumed): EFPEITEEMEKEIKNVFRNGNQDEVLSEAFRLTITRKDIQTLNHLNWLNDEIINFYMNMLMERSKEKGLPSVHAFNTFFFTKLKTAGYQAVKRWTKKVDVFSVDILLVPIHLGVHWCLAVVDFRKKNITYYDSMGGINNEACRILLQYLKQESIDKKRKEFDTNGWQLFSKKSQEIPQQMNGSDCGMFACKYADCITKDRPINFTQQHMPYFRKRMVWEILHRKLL
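Material: hSENP1 catalytic domain, recombinant; medium: Tris pH 8 with BME, BSA, NP40 and catalase; compound: single concentration of 10 µM compound, 0.5% DMSO final; technique: FRET read of cyan and yellow fluorescence; timing: 50 min enzyme reaction, room temperature, light-protected; reagent: SFCypet-SUMO1-SFYpet substrate at 25 nM; control set: no-enzyme low, enzyme-DMSO high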
SENP6 block: SENP6 protease inhibitors, primary screen, biochemical, luminescence, uHTS; inhibition, % at 10 µM; actives 1.8% (n = 330,000); Recombinant SENP6 catalytic domain, aminoluciferin luminescence; Sentrin-specific protease 6 (Homo sapiens), Q9GZR1; AID 2599, 2010;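 active means inhibition above about 50% at the single tested dose, limit read from the data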;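 further: plate controls were DMSO wells with enzyme for no effect and DMSO wells lacking enzyme for full effect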
Target sequence (Q9GZR1 628-1112 limits assumed): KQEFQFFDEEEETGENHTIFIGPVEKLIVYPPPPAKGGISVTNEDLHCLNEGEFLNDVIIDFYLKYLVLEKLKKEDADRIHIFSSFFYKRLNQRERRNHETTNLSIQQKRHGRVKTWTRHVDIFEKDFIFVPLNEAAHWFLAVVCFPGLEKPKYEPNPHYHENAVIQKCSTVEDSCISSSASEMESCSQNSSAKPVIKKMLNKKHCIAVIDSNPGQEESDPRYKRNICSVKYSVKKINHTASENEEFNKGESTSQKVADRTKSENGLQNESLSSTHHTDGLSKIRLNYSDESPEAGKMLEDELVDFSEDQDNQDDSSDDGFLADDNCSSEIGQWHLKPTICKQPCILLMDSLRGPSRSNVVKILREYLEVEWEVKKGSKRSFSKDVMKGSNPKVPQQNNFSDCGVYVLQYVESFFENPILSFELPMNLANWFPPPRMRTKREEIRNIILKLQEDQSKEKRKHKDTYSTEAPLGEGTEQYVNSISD
PfG6PD inh: PfG6PD enzyme inhibitors, primary screen, biochemical, fluorescence intensity, uHTS | glucose-6-phosphate dehydrogenase-6-phosphogluconolactonase (Plasmodium falciparum 3D7) | PfGluPho enzyme, NADPH resazurin-diaphorase fluorescence | inhibition, % at 20 µM | actives 0.78% (n = 350,000) | AID 504690, 2011;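 active means inhibition reaching at least a set limit at 20 µM in the primary screen, cut at about 59% in these data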;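 further: 0% = DMSO wells with substrate and 100% = DMSO wells lacking glucose-6-phosphate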
SENP8 block-2: SENP8 protease inhibitors, primary screen, biochemical, luminescence; Sentrin-specific protease 8 (Homo sapiens), Q96LD8; purified SENP8, Z-RLRGG-aminoluciferin cleavage; inhibition, % at 10 µM; actives 1.2% (n = 330,000); AID 2540, 2010; in the data active means inhibition above about 50%
Apaf1 inhib: inhibitors of human Apaf-1 apoptosome, primary screen, biochemical, DEVD-Rh110 fluorescence, uHTS; Apoptotic protease-activating factor 1 (Homo sapiens), O14727; reconstituted apoptosome caspase-3 activity; inhibition, % at 20 µM; actives 0.71% (n = 330,000); AID 489030, 2010; active means inhibition of at least 40% at 20 µM;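 further: plate controls were DMSO wells for no effect and DEVD-CHO caspase inhibitor wells for full effect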
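detection = Rh110 fluorescence intensity | test system = biochemical Apaf-1 apoptosome reconstitution | also added = cytochrome c and DEVD-Rh110 substrate | schedule = 30 min plus 50 min, RT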
The depositor's hits bear a star; x = no result given. Hits appear at their usual frequency, and some 3.6% of all compounds hit somewhere here.

SMILES	SENP7 block	HKDC1 inhibitor	SENP8 block-1	SENP1 inh	SENP6 block	PfG6PD inh	SENP8 block-2	Apaf1 inhib
COc1ccc(NC(=O)Cn2c(C)cc(=O)c3cccc(OC)c32)cc1	-0.6	3.4	-18.3	1.2	1.0	-16.9	2.9	0.9
Cc1nc(Cl)sc1C(=O)Nc1cccc2ccccc12	3.7	-6.7	28.6	0.0	12.1	6.2	-1.5	-0.1
Cc1cc(=O)[nH]c(=S)n1-c1ccccc1	10.9	2.5	2.9	0.5	1.3	-13.1	-1.3	-4.1
CCOC(=O)N1CCN(C(=O)c2ccccc2-c2ccccc2)CC1	-6.5	-2.3	24.4	2.5	-8.7	-1.3	-1.9	10.6
C/C(=C\c1ccc2c(c1)OCO2)C(=O)c1c(C)cc(C)[nH]c1=O	-8.1	8.1	9.7	-2.6	1.0	-18.1	-4.1	2.5
CNc1nnc(-c2ccc(OC)cc2)s1	24.7	-3.5	-11.4	1.3	14.1	-10.3	3.0	-7.0
Clc1ccc(/C=N/Nc2ncnc3nc[nH]c23)cc1	15.0	-0.3	10.3	1.0	-14.2	-0.4	12.2	-18.0
Cc1ccc(C(=O)NCCSc2snnc2C)cc1	-4.0	4.6	16.1	3.2	-0.6	-10.9	-0.6	-2.2
Cc1cc(C)cc(OCC(=O)OC/C(O)=C(\C#N)c2nc3ccccc3[nH]2)c1	-1.6	-4.2	-47.8	-58.6	-6.0	-8.0	-6.4	-4.7
COc1ccc(Cl)cc1C(=O)NCc1cnn(C)c1C	9.3	-6.6	24.6	-1.3	-5.8	-2.5	6.3	3.3
CCCNC(=O)COc1ccc(S(=O)(=O)Nc2ccc(C)cc2)cc1	0.2	-6.5	17.7	-0.7	-6.5	2.3	2.6	-8.7
CC(=O)NC1=CC(=C[N+](=O)[O-])C=C1O	x	-2.7	18.3	-0.1	x	-16.9	x	x
COc1ccc(NC(=O)COc2cccc3c2CCN(Cc2cccnc2)C3=O)c(OC)c1	-3.0	0.0	-1.6	-1.2	19.3	2.9	-2.5	5.2
O=C(CSc1oc(-c2ccco2)nc1S(=O)(=O)c1ccc(Cl)cc1)NCC1CCCO1 (configuration not stated)	9.6	-8.6	-27.5	-15.1	5.9	26.3	-0.9	-17.3
O=C(Nc1ccc(C(=O)N2CCCC(CO)C2)cc1)c1ccc(Br)o1 (configuration not stated)	4.1	1.6	0.8	-1.4	-6.7	2.5	-2.7	3.8

An excerpt from the list above:
SMILES	SENP7 block	HKDC1 inhibitor	SENP8 block-1	SENP1 inh	SENP6 block	PfG6PD inh	SENP8 block-2	Apaf1 inhib
CC(=O)NC1=CC(=C[N+](=O)[O-])C=C1O	x	-2.7	18.3	-0.1	x	-16.9	x	x
COc1ccc(NC(=O)COc2cccc3c2CCN(Cc2cccnc2)C3=O)c(OC)c1	-3.0	0.0	-1.6	-1.2	19.3	2.9	-2.5	5.2
O=C(CSc1oc(-c2ccco2)nc1S(=O)(=O)c1ccc(Cl)cc1)NCC1CCCO1 (configuration not stated)	9.6	-8.6	-27.5	-15.1	5.9	26.3	-0.9	-17.3
O=C(Nc1ccc(C(=O)N2CCCC(CO)C2)cc1)c1ccc(Br)o1 (configuration not stated)	4.1	1.6	0.8	-1.4	-6.7	2.5	-2.7	3.8

Continuation:
SMILES	SENP7 block	HKDC1 inhibitor	SENP8 block-1	SENP1 inh	SENP6 block	PfG6PD inh	SENP8 block-2	Apaf1 inhib
NC(=O)NOCc1c(F)cccc1Cl	4.3	-5.1	9.7	0.4	-9.9	-3.8	0.8	-12.5
CC1=CC(C)(C)N2C(=O)C3(C(C#N)=C(N)Oc4cc(C)oc(=O)c43)c3cc(C)cc1c32 (configuration not stated)	-5.2	3.0	3.4	2.8	-0.7	-9.2	-7.3	11.1
COc1ccc(S(=O)(=O)NC2CCCC2)cc1Br	2.0	-4.1	17.6	0.8	-7.4	-16.1	5.5	2.4
COc1ccc(S(=O)(=O)Nc2ccc(F)cc2F)cc1C(=O)N1CCOCC1	-2.2	1.6	15.0	-0.2	-6.5	-2.6	5.5	-0.1
N#Cc1ccc(OCC(=O)Nc2ccc(S(=O)(=O)N3CCOCC3)cc2)cc1	1.7	-2.5	-2.7	-1.3	-8.0	13.3	-6.3	3.0
O=C(CC1C(=O)NCCN1Cc1cccc(Oc2ccccc2)c1)NCc1cccnc1 (configuration not stated)	7.7	-13.1	-23.6	-10.9	-6.7	8.0	4.4	6.8
CN(C)S(=O)(=O)n1cc(/C=C(\NC(=O)c2ccccc2Cl)C(=O)N2CCOCC2)c2ccccc21	-6.7	-2.8	6.6	2.2	-1.5	9.1	-9.7	-4.0
N#Cc1ccc(OCC(=O)N2CCN(S(=O)(=O)c3ccc(Cl)s3)CC2)cc1	0.9	-0.8	4.0	-0.1	0.1	13.9	8.2	-5.7
O=C(COC(=O)Cc1n[nH]c(=O)c2ccccc12)NNC(=O)c1ccccc1	11.9	-4.4	1.7	1.6	-19.0	4.1	-15.6	7.1
COCCNC(=O)C1CCN(S(=O)(=O)c2ccc3c(c2)OCCO3)CC1	10.0	-3.4	9.0	2.1	-5.6	0.9	-9.0	2.9
Cc1ccc(N=C2NC(=O)CS2)cc1	5.0	-2.9	17.6	-6.0	-0.1	-7.3	-1.7	-7.9
CCOC(=O)C1C(C)=C(Nc2ccc(OC)cc2)C(=O)N1c1ccc(OC)cc1 (configuration not stated)	1.2	-9.7	-320.8	1.1	-16.6	0.1	1.6	-2.1
Cn1c(=O)c2c(SCC(=O)N3CCOCC3)nc(C3CC3)nc2n(C)c1=O	-3.5	-6.4	5.6	-1.0	4.5	14.4	5.6	3.4
CN(C)c1ccc(C(=O)/C=C/c2ccc(Br)cc2)cc1	-3.3	12.6	19.1	29.7	-1.6	-0.3	27.1	13.0
COc1cc(/C=N/NC(=O)CC2(C)OCCCO2)ccc1OCc1ccccc1	4.5	-4.3	-1.6	2.7	14.0	16.0	1.2	7.3
CC(C)(C)c1cnnn1-c1cccc([N+](=O)[O-])c1	-4.6	-6.9	3.7	0.6	-26.3	19.8	-12.6	12.7
Cc1cc(C)c(C(=O)N2CCCC(Nc3ccc(F)cc3)C2)o1 (configuration not stated)	7.0	5.5	12.5	1.7	10.8	2.6	-1.6	14.2
COc1cc2c(cc1OC)CN(C(=O)CCOc1ccccc1)CC2	-6.2	3.9	15.7	-2.2	-13.7	-18.2	-1.1	1.9
Cc1cc(OCC(=O)NCc2ccncc2)ccc1Cl	-2.9	0.5	9.2	0.8	6.6	-13.1	-0.9	-11.8
CSc1ccccc1C(=O)C1CCCN(C(=O)c2csnn2)C1 (configuration not stated)	1.1	-11.2	3.5	3.5	-20.3	15.5	-1.7	-1.2
O=C(Cc1ccc(S(=O)(=O)N2CCOCC2)s1)Nc1ccccc1N1CCCC1	3.9	-0.2	-88.2	-38.4	-2.3	4.3	-9.4	9.5
C/C(=N/Nc1ccc([N+](=O)[O-])cc1)c1ccc(C)cc1C	3.0	-1.7	-27.4	-24.6	2.6	26.6	-0.1	0.1
Clc1ccc(CSc2nnc(CNc3cccc(Cl)c3)o2)cc1	-6.3	-4.5	-32.2	2.5	-14.5	33.7	-5.5	8.6
CCC(CCCO)CCC[C@H](C)CCC1OCCO1 (some centres not stated)	0.7	-3.3	24.6	0.6	-9.7	-16.7	-2.4	8.3
O=C(Nc1ccc(NC(=O)c2ccc([N+](=O)[O-])cc2[N+](=O)[O-])cc1)c1ccco1	9.1	-4.2	14.7	1.8	-21.7	0.2	-0.2	-0.8
COC(=O)CCCN1C(=O)NC(c2ccc(-c3ccccc3)cc2)C(C(=O)OCc2ccccc2)=C1C (configuration not stated)	-13.4	8.3	17.2	1.5	x	-1.0	x	28.0
O=C(CCSc1ccccc1)NCCSc1ccccn1	-6.4	-1.9	12.0	-1.2	-3.9	5.4	1.7	7.9
O=C1CC(SCc2nc3ccccc3[nH]2)C(=O)N1c1ccc(F)c(Cl)c1 (configuration not stated)	-7.8	-0.4	-70.7	-1.3	0.6	-6.6	-5.5	7.0
O=c1[nH]c(Nc2ccc3c(c2)OCCO3)nnc1Cc1ccccc1	-5.4	-8.0	7.4	0.5	-10.8	6.8	-8.8	10.3
Cc1ccc(-c2noc(CCC(=O)NC3CCCC3)n2)cc1	1.2	-1.1	8.1	2.6	-18.3	8.5	1.4	10.6
Cn1c(NCc2ccccc2O)nc2ccccc21	14.1	-3.7	11.3	0.4	29.6	10.6	-6.6	-2.4
CCCn1c(=O)c2sccc2n2c(CCCC(=O)NC3CCN(Cc4ccccc4)CC3)nnc12	-12.4	-0.6	1.6	1.0	11.6	1.8	-4.6	6.1
Cc1ccc(C(C)C)c(OCc2ccc(-c3nnco3)cc2)c1	3.7	0.3	-75.3	2.1	3.7	18.9	-7.2	6.7
O=C(C1=C(O)C(=O)N(CCc2ccccc2)C1c1cccnc1)c1ccco1 (configuration not stated)	8.2	1.0	-41.0	1.2	-3.1	-1.4	2.8	-2.5
CCOc1ccc(NC(=O)CSc2nc(=O)n(Cc3cccnc3)c3c2CCC3)cc1	5.8	-6.2	5.2	0.4	-24.0	-3.9	-3.1	2.5
NC(=O)NC(=O)COC(=O)CCSc1ccccc1	8.3	-11.4	4.6	3.3	17.5	8.4	-7.9	15.8
COc1ccc2occ(C(=O)c3ccc(N)cc3)c2c1	52.8*	15.4	-38.0	-2.8	40.4	14.0	47.6	8.8
CCN(CC)CCCN1CC(=O)N2[C@@H](Cc3c([nH]c4ccccc34)C2(C)C)C1=O	-1.0	-5.7	16.4	-0.5	5.9	3.1	1.9	-0.5
O=C(c1ccccc1)c1ccc(-n2ccnc2)c([N+](=O)[O-])c1	0.1	-2.9	1.3	0.2	-16.2	-3.6	-6.3	14.9
O=C(Cn1nc(-c2ccccc2Cl)ccc1=O)Nc1ccc(Br)cc1	7.3	-7.1	20.7	0.4	-7.8	-3.2	-9.9	15.1
O=C(/C=C/c1ccco1)NCCc1ccc(F)cc1	-1.2	3.2	4.2	-4.1	4.3	11.1	-0.4	11.0
Cc1ccc(S(=O)(=O)N2CCCCC2)cc1NC(=O)CCOc1ccccc1	-4.5	-2.1	16.4	0.3	-10.3	6.9	-1.0	10.9
Cc1ccc(S(=O)(=O)Nc2ccc(NC(=O)Nc3cccc(C(F)(F)F)c3)cc2)cc1	-2.9	-2.4	8.4	0.5	-9.7	37.4	-9.0	29.8
COc1ccc(-n2c(Cc3cccn3C)nnc2SCC(=O)N2CCCc3ccccc32)cc1	-6.5	-6.0	6.4	-3.2	-0.3	-6.3	5.3	5.2
CC(C)C[C@@H](CN)NC(=O)c1nc[nH]c1C(=O)N[C@@H](Cc1c[nH]c2ccccc12)C(=O)CNC[C@H](C)NC(=O)c1nc[nH]c1C(=O)N[C@@H](CC(=O)O)C(=O)O	x	17.2	-10.2	-24.4	x	11.0	x	x

Screens as filed in PubChem.
